# Tau ThT inhib – tau fibrillization inhibition (ThT binding) | 270,000 compounds, 2.1% hits | Potency, µM (doses to about 57.4 µM), for the others: at the highest dose activity, negative = inhibition, usual class: inhibitors | recombinant tau K18 P301L, heparin-induced fibrillization, ThT fluorescence | P10636 | AID 1460; note: nearly all actives have a fitted effect of over 55% in size
# Target sequence (P10636 561-689 P618L limits assumed): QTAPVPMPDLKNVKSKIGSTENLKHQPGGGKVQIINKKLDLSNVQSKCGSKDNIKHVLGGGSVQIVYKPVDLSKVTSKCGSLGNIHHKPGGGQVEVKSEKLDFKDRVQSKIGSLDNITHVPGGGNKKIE
#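 Fibril formation assay: tau K18 P301L at 15 uM with trace Alexa 594 label, heparin inducer 20 uM, pH 7 sodium acetate buffer, 37 C for 6 hr; endpoint ThT signal.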
# ALDH1A1 block – ALDH1A1 (human) enzyme inhibition. P00352. Purified ALDH1A1, NADH fluorescence, propionaldehyde substrate. AID 1030. 220,000 compounds, 7.3% hits. Potency, µM (doses to about 75.3 µM), inactives show at the highest dose activity, negative = inhibition, actives largely listed as inhibitors; active = well fitted inhibition curve with a large enough effect, not every such curve was filed as active; inconclusive = small, poorly fitted or top-dose-only effect, or another doubt; inactive = no such curve, though single readings can be large or run the other way;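 note: plate controls were no enzyme wells and a reference inhibitor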
# Target sequence (P00352 whole entry, looked up): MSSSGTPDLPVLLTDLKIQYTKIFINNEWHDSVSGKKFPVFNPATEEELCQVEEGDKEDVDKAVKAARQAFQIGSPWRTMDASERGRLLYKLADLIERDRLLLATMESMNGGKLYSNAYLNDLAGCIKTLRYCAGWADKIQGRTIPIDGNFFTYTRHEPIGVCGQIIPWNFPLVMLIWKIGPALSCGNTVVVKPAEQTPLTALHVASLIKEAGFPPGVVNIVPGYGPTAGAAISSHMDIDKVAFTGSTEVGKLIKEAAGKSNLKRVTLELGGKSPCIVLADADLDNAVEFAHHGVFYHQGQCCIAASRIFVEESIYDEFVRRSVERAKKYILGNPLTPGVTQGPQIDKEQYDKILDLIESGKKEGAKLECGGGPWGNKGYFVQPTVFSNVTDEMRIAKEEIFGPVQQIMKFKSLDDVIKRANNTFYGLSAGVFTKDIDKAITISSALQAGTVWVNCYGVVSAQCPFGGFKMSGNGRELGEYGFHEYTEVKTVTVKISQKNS
# TRb-SRC2 inh – TRbeta-SRC2 interaction inhibition. P10828. TRbeta-SRC2 peptide binding, fluorescence polarization; receptor liganded with 1 µM T3. Potency, µM (top dose mostly 106 µM), for inactives: top-dose activity change, negative = inhibition, hits mostly inhibitors. 280,000 compounds, 0.065% hits. AID 1469;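 note: plate controls were bound peptide for no effect and peptide without receptor for full effect; nearly all actives have a fitted effect of over 50% in size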
#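 Quantitative HTS by FP: 0.6 uM TRb LBD, 20 nM labeled SRC2 20-mer, 1 uM T3, 5% DMSO; 5 hr ambient incubation; % activity per concentration and potencies from concentration series.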
# Tau fluor cs – counter-screen for tau fibril formation inhibitors | tau K18 P301L Alexa594 fluorescence, heparin fibrillization | Potency, µM (series often up to 57.7 µM), for inactives: top-dose activity change, negative = decrease | 280,000 compounds, 0.93% hits | AID 1463; note: nearly all actives have a fitted effect of over 55% in size
#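 Human tau K18 P301L (15 uM unlabeled, 0.24 uM Alexa 594-labeled) in 100 mM sodium acetate pH 7 with 20 uM heparin, 6 hr at 37 C. ThT 30 uM added, 1 hr ambient; Alexa 594 FP and total fluorescence read at 555/632 nm.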
# aGal spleen mod – inhibits or activates alpha-galactosidase in human spleen homogenate | P06280 | human spleen homogenate, 4MU-alpha-Gal fluorescence, 40 min | Potency, µM (top dose mostly 80 µM), for inactives: at the highest dose activity change, negative = inhibition, most hits filed as inhibitors | 240,000 compounds, 0.008% hits | AID 2107;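 note: 0% = enzyme with vehicle and -100% = no enzyme basal signal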
# Target sequence (P06280 32-429 limits assumed): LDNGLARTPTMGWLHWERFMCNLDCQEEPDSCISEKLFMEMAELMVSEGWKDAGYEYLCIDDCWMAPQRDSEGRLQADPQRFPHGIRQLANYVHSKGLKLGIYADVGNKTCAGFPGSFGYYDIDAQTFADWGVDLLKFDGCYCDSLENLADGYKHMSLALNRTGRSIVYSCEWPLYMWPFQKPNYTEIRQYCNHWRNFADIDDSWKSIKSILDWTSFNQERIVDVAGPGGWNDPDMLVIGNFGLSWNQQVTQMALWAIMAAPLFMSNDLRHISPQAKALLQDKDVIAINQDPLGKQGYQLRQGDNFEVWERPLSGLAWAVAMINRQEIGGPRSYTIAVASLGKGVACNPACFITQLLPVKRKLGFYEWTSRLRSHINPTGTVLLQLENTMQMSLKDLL
#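 Inhibition or activation of alpha-galactosidase in human spleen homogenate is scored by 4-MU fluorescence after 40 min at 37C, pH 5.0, with 1 mM substrate. AC50s come from concentration-response fitted to the Hill equation.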
# Tau fibril FP – tau fibrillization inhibition (FP) | K18 P301L tau heparin fibrillization, Alexa594 FP, 6 h | 280,000 compounds, 0.39% hits | P10636 | Potency, µM (series often up to 57.7 µM), for the others: at the highest dose activity, negative = inhibition, hits mostly inhibitors | AID 1468; note: nearly all actives have a fitted effect of over 55% in size
#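 Quantitative HTS format: compounds meet 15 uM recombinant K18 P301L tau and Alexa 594-tau tracer in 100 mM sodium acetate pH 7; 20 uM heparin triggers fibrillization at 37 C over 6 hr; FP gives the signal.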
# L3MBTL1 block – L3MBTL1 (human) inhibition; Q9Y468; AlphaScreen L3MBTL1–H3K9me1 peptide binding; Potency, µM (highest dose often 57.1 µM), inactives show at the highest dose activity, negative = inhibition, most hits filed as inhibitors; AID 485360; 230,000 compounds, 0.66% hits; note: nearly all actives have a fitted effect of over 60% in size
#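 AlphaScreen proximity signal between nickel-chelate acceptor and streptavidin donor beads (final 10 ug/mL) reports binding of 50 nM L3MBTL1 to 75 nM biotin-H3 K9me1 peptide; complex incubated with compounds 30 min at room temperature; cefsulodin titration as control.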
# TexasRed fluor – counter-screen for TRb-SRC2 inhibitors: fluorescence interference; 280,000 compounds, 0.29% hits; TRb/SRC2 Texas Red total fluorescence interference; AID 1479; Potency, µM (titrated, usually from 106 µM), without a hit: top-dose fluorescence change, negative = quenching; active = well fitted curve in either direction with a large enough effect; inconclusive = small, poorly fitted or top-dose-only effect
#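 Human TRb ligand-binding domain at 0.6 uM with 20 nM Texas Red SRC2 peptide in Tris buffer containing 1 uM T3 and 5% DMSO, incubated with compound 5 h at ambient temperature. Total fluorescence (555/632 nm) calculated as parallel + 2 × perpendicular.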
# * marks the source's active call; other numbers are inactive results; u = inconclusive; x = not tested or not shown; & = joins results of further samples; [ ] = remark or other dose. Unless noted, calls come from the whole dose curve; as a rule, active = well fitted curve in the direction sought with a large enough effect; inconclusive = small, poorly fitted or top-dose-only effect, or another doubt; inactive = no such curve, though single readings can be large; an effect the other way counts as inactive or inconclusive. Unless noted, % is set by controls: 0 for no effect and ±100 for the full control effect; potency is the fitted concentration of half-maximal effect. Compounds were not picked by outcome; 8.5% or so of the library scored in one or more.
# Value order: Tau ThT inhib, ALDH1A1 block, TRb-SRC2 inh, Tau fluor cs, aGal spleen mod, Tau fibril FP, L3MBTL1 block, TexasRed fluor
O=C(C1=C[C@H](c2ccc3c(c2)OCO3)C[C@H](OCc2ccc(CO)cc2)O1)N1CCN(Cc2ccc3c(c2)OCO3)CC1
→ -15%, 2%, -11%, -11%, 8%, u, -1%, 1%
O=C(CCN1CCOCC1)Nc1ccccc1
→ -1%, 7%, -2%, -2%, -3%, -2%, 7%, -6%
CCN(CC)C(=O)COc1cc(C)cc2oc(=O)cc(-c3ccccc3)c12
→ -7%, u, -3%, -9%, 3%, -3%, 0%, -2%
O=C(O)CSCC(=O)N1CCN(S(=O)(=O)c2cc(Cl)cc(Cl)c2)CC1
→ x, x, -8%, 8%, -6%, -4%, x, 2%
Cc1ccc(C)c(CN2C(=O)C(C)Oc3ccc(C)cc32)c1 (centres undefined)
→ -3%, 3%, -2%, 0%, 9%, 2%, 5%, -1%
O=c1[nH]c(Cc2ccccn2)nc2scc(-c3ccc(Cl)cc3)c12
→ u, u, -7%, -12%, 0%, -6%, 2%, -3%
CC(C)OCCCNC(=O)CCc1nc(-c2ccccc2)no1
→ -8%, -10%, -1%, -6%, -8%, 7%, 2%, -5%
CC(C)NC(=O)c1cnc2sc(N3CCCCCC3)nn2c1=O
→ 2%, x, 3%, 2%, x, -1%, x, 2%
Cc1nn(Cc2ccc(Cl)cc2Cl)c(C)c1NC(=O)c1ccc(COc2cc(Cl)ccc2Cl)o1
→ -6%, 4%, -3%, -4%, 4%, -3%, -4%, 1%
CCCCOc1cccc(C(=O)NC(=S)Nc2ccc(Cl)c(C(=O)O)c2)c1
→ -5%, u, 6%, 6%, -4%, 8%, -4%, -1%
COc1ccc(Nc2nc(N)nc(CSC(=S)N3CCN(C)CC3)n2)cc1
→ -6%, u, -6%, -8%, 3%, 12%, -7%, -1%
O=C(N/N=C/c1cn(-c2ccccc2)nc1-c1ccc(F)cc1)c1ccc(Br)o1
→ u, u, -2%, -27%, 3%, u, -2%, -3%
O=C(NCc1ccco1)c1nnc(Cc2ccc(Cl)cc2)o1
→ -7%, -3%, -4%, -7%, 1%, 0%, x, 0%
Cc1nn(C)cc1/C=C/C(=O)c1ccccc1
→ -21%, -13%, 3%, 0%, 15%, 6%, x, 1%
Cc1nnc(NN2CCOCC2)[nH]c1=O
→ 1%, 15%, -1%, 5%, 10%, 3%, x, 1%

# Overlap with the part before: two compounds, followed by the next part.
# Value order: Tau ThT inhib, ALDH1A1 block, TRb-SRC2 inh, Tau fluor cs, aGal spleen mod, Tau fibril FP, L3MBTL1 block, TexasRed fluor
Cc1nn(C)cc1/C=C/C(=O)c1ccccc1
→ -21%, -13%, 3%, 0%, 15%, 6%, x, 1%
Cc1nnc(NN2CCOCC2)[nH]c1=O
→ 1%, 15%, -1%, 5%, 10%, 3%, x, 1%
O=C1CC(C(=O)Nc2ccccc2)N=C(N2CCOCC2)N1 (centres undefined)
→ -4%, 11%, -9%, 1%, 5%, -2%, u, 4%
Cc1ccc(S(=O)(=O)N2CCN(C(=O)c3cc(=O)[nH]c4ccccc34)CC2)c(C)c1
→ -7%, u, 1%, -12%, 4%, -5%, 6%[11.4 µM], -3%
Cc1ccc2c(c1)N(C(=O)NC1CCCCC1)C(C)(C)CC2C (centres undefined)
→ -9%, -6%, -1%, -6%, -6%, 1%, x, -6%
CC1CCCCN1C(=O)N[C@@H](Cc1ccccc1)C(=O)O (some centres undefined)
→ -12%, u, 2%, -6%, -2%, 3%, -2%, -2%
O=C(N1CCOCC1)N1CCN(S(=O)(=O)N2CCCCC2)CC1
→ -2%, 5%, 3%, 3%, 6%, 2%, 3%, -4%
CN(C)CCCO[C@H]1[C@@H]2OC(C)(C)O[C@@H]2O[C@@H]1[C@H](O)CO
→ x, 10%[20.9 µM], 1%[53 µM], x, 7%[29.1 µM], x, x, -1%[53 µM]
O=C(Cn1ccc2cc(S(=O)(=O)N3CCCCC3)ccc21)NCCc1ccccc1Cl
→ -3%, x, -3%, -26%, x, -9%, x, -2%
COc1ccc(C(=O)N/C(=C/c2ccco2)C(=O)NC2CCS(=O)(=O)C2)cc1 (centres undefined)
→ -5%, u, -5%, -1%, -1%, 6%, x, -1%
Cc1c(/C=N/NC(=O)c2cc(=O)[nH]c(=O)[nH]2)c2ccccn2c1C(=O)c1ccccc1
→ u, u, 0%, u, 13%, u, x, -1%
O=C(/C=C/N1CCOCC1)c1ccc(-c2ccccc2)cc1
→ u, u, 7%, -11%, 5%, -10%, -5%, 1%
COc1ccc(/C=N/n2c(N)c(S(=O)(=O)c3cccs3)c3nc4ccccc4nc32)cc1OC
→ 5%, u, -3%, -30%, 4%, u, x, -3%
OCC1(CO)COC2(CCCC2)N1
→ -7%&2%, 22%, 2%&-3%, 0%&1%, -2%&-1%, u, x, -2%&-1%
COc1ccc(N(C(C)C(=O)NN=C2CCCCCCC2)S(C)(=O)=O)cc1 (centres undefined)
→ -12%, -2%, -4%, -16%, -7%, -1%, x, -2%
CC(C)Sc1n[nH]c(=O)n1-c1cccc(C(F)(F)F)c1
→ -6%, -5%, -1%, -4%, 9%, -1%, 12%, 1%
CCN1C(=O)C2(C(C(=O)c3ccc(C)o3)=C(O)C(=O)N2CCCN(C)C)c2ccccc21 (centres undefined)
→ -10%, x, -3%, 3%, -4%, -8%, x, 0%

# (next part)
# Value order: Tau ThT inhib, ALDH1A1 block, TRb-SRC2 inh, Tau fluor cs, aGal spleen mod, Tau fibril FP, L3MBTL1 block, TexasRed fluor
CCn1nnc2cc(C(=O)Nc3ccc(Cl)cc3C)ccc21
→ -9%, x, -1%, -1%, x, -2%, x, -4%
Cn1nc(C(=O)NC(C)(C)C)c2ccccc21
→ -1%, 4%, 2%, 0%, -6%, -6%, 11%, -1%
Cc1ccc2c(c1)nnn2C1CCN(S(=O)(=O)c2ccc(C(=O)N3CC(C)CC(C)C3)cc2)CC1 (centres undefined)
→ -12%, 8%, -6%, -6%, 10%, -2%, x, -5%
CC(=O)CC(=O)Nc1ccccc1
→ x, -14%, 5%[201 µM], x, -6%, x, x, -5%[201 µM]
CCCNc1nc2c(c(=O)[nH]c(=O)n2C)n1CCC(C)C
→ -5%, 0%, -8%, -2%, -6%, 3%, 2%, -1%
CC(=O)c1cccc(N(C(=O)c2cnccn2)C(C(=O)NCc2ccccc2)c2ccco2)c1 (centres undefined)
→ -25%, 0%, -15%, -24%, -1%, -15%, 2%, 2%
COc1ccc(CC(=O)Nc2nc(-c3cc(OC)ccc3OC)cs2)cc1
→ -11%, -6%, 7%, u, 0%, -12%, x, -3%
CCC(C)NS(=O)(=O)c1ccc(OCC(=O)NCc2ccc(OC)cc2)cc1 (centres undefined)
→ 2%, -13%, 4%, -5%, -2%, 3%, 4%, -3%
O=c1cc(NCCc2ccccc2)c2ccccc2o1
→ -7%, -7%, -3%, -3%, -2%, -3%, 10%, -5%
Cc1onc(-c2c(Cl)cccc2Cl)c1C(=O)c1ccc(F)cc1
→ -16%, x, -4%, -25%, -8%, -8%, 22%, -4%
O=C(Nc1nnc(S(=O)(=O)N2CCCCCC2)s1)c1ccc(Br)cc1
→ u, x, -1%, u, x, -4%, -6%, -15%
O=[N+]([O-])c1ccc2c(c1)C=C1CCCCC1(N1CCCC1)O2 (centres undefined)
→ -11%, -2%, 0%, -6%, 3%, 8%, -5%, 1%
Cc1ccc([N+](=O)[O-])cc1NC(=O)CN(C(=O)c1ccccc1Cl)C1CCCCC1
→ -14%, u, -2%, u, 6%, -5%, -14%, -23%
O=S(=O)(c1ccc2nc(Cc3cccc(C(F)(F)F)c3)[nH]c2c1)N1CCOCC1
→ -2%, -5%, -15%, -10%, 12%, 7%, x, 1%

# Grouped by structure, those above containing fluorine (four)
# Value order: Tau ThT inhib, ALDH1A1 block, TRb-SRC2 inh, Tau fluor cs, aGal spleen mod, Tau fibril FP, L3MBTL1 block, TexasRed fluor
O=C(N/N=C/c1cn(-c2ccccc2)nc1-c1ccc(F)cc1)c1ccc(Br)o1
→ u, u, -2%, -27%, 3%, u, -2%, -3%
CC(C)Sc1n[nH]c(=O)n1-c1cccc(C(F)(F)F)c1
→ -6%, -5%, -1%, -4%, 9%, -1%, 12%, 1%
Cc1onc(-c2c(Cl)cccc2Cl)c1C(=O)c1ccc(F)cc1
→ -16%, x, -4%, -25%, -8%, -8%, 22%, -4%
O=S(=O)(c1ccc2nc(Cc3cccc(C(F)(F)F)c3)[nH]c2c1)N1CCOCC1
→ -2%, -5%, -15%, -10%, 12%, 7%, x, 1%

# Reformatted with bars between the fields: entries from further up.
canonical_smiles | Tau ThT inhib | ALDH1A1 block | TRb-SRC2 inh | Tau fluor cs | aGal spleen mod | Tau fibril FP | L3MBTL1 block | TexasRed fluor
Cc1c(/C=N/NC(=O)c2cc(=O)[nH]c(=O)[nH]2)c2ccccn2c1C(=O)c1ccccc1 | u | u | 0% | u | 13% | u | x | -1%
O=C(/C=C/N1CCOCC1)c1ccc(-c2ccccc2)cc1 | u | u | 7% | -11% | 5% | -10% | -5% | 1%
COc1ccc(/C=N/n2c(N)c(S(=O)(=O)c3cccs3)c3nc4ccccc4nc32)cc1OC | 5% | u | -3% | -30% | 4% | u | x | -3%
OCC1(CO)COC2(CCCC2)N1 | -7%&2% | 22% | 2%&-3% | 0%&1% | -2%&-1% | u | x | -2%&-1%
COc1ccc(N(C(C)C(=O)NN=C2CCCCCCC2)S(C)(=O)=O)cc1 (centres undefined) | -12% | -2% | -4% | -16% | -7% | -1% | x | -2%
CC(C)Sc1n[nH]c(=O)n1-c1cccc(C(F)(F)F)c1 | -6% | -5% | -1% | -4% | 9% | -1% | 12% | 1%

# Compound activity deposited in PubChem BioAssay by National Center for Advancing Translational Sciences (NCATS).
